Source: PubChem BioAssay (Sanford-Burnham Center for Chemical Genomics)
NLRP3 yeast inh: blocks the NALP3 inflammasome reconstituted in yeast; Yeast reconstituted NLRP3/ASC/caspase-1, beta-gal luminescence, 24 h; inhibition, % at 10 µM; 0.39% of 330,000 active; AID 2825;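 active means inhibition of 50% or more; inactive means inhibition below 50%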;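 further: plate controls were induced DMSO wells for no effect and uninduced yeast grown without galactose for full effect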
TIM10 inh: inhibits growth of TIM10 yeast strain; AID 463195; S. cerevisiae TIM10 strain growth, BacTiter-Glo luminescence, 24 h; inhibition, % at 10 µM; 1.4% of 330,000 active;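 active means inhibition of 40% or more at the single tested concentration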;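 further: wild-type TIM10 isogenic control strain grown at permissive 25 °C; 0% = DMSO yeast wells and 100% = minimal medium wells without yeast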
tim10-1 inh: tim10-1 yeast growth inhibition. S. cerevisiae tim10-1 ts strain growth, BacTiter-Glo, 24 h. 2.2% of 330,000 active. inhibition, % at 20 µM;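 active means inhibition of at least 40%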;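 further: mutant grown at 25 °C; 0% = DMSO wells with yeast and 100% = wells holding no yeast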
hIAP activ: human IAP activation. P09923. purified human IAP, CDP-Star luminescence, 30 min; hits give high values; 1 = vehicle-only enzyme, 0 = enzyme-free background. activation factor at 10 µM. 0.16% of 330,000 active;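 active means activation factor of the enzyme at least 2-fold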; further: the source names both 10 and 20 µM as test concentration; values of inactives mirror those of a sister screen read the other way
Target sequence (P09923 whole entry, looked up): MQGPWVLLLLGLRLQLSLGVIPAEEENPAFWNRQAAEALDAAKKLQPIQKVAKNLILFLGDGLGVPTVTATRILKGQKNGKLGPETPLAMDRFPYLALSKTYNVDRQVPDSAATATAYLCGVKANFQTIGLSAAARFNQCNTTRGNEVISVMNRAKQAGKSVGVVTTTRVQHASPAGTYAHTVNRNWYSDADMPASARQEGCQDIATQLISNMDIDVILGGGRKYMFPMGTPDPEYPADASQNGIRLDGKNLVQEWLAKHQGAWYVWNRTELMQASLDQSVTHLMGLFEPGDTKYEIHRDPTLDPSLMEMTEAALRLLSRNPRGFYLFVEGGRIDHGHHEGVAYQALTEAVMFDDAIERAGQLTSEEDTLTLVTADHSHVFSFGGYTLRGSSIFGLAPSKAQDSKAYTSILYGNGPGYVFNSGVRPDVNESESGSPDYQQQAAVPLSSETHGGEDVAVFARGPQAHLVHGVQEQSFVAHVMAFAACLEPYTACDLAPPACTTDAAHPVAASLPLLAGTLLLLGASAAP
ATG4B inhibitor: inhibitors of human ATG4B cysteine protease. Q9Y4P1. 0.51% of 340,000 active. AID 504462. ATG4B cleavage of LC3-PLA2, NBD-HPC fluorescence, 1 h. inhibition, % at 8.33 µM; in the data active means inhibition above about 40%
Target sequence (Q9Y4P1 whole entry, looked up): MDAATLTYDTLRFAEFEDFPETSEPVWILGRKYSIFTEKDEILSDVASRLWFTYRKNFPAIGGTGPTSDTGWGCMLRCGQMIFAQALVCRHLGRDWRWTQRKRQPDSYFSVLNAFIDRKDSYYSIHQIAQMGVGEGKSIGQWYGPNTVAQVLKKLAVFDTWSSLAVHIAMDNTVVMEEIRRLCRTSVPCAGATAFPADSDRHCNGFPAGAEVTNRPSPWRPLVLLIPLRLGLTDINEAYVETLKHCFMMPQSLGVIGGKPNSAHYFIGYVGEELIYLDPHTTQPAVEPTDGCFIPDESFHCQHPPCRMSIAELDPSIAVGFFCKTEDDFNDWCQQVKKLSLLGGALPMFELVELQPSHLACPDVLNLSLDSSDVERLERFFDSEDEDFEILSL
mIAP act: mouse IAP activation. muIAP, CDP-Star luminescence, 30 min; hits give high values; 1 = vehicle-only enzyme signal, 0 = enzyme-free wells. activation factor at 10 µM. 0.24% of 330,000 active;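 active means activation factor of at least 2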; further: the source names both 10 and 20 µM as test concentration; values of inactives mirror those of a sister screen read the other way
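Assay system: mouse IAP enzyme; Reagent: CDP-Star chemiluminescent phosphatase substrate; Compound: DMSO-dissolved test compounds; Incubation: 30 min, room temperature; Technique: luminescence from enzymatic CDP-Star hydrolysis; Controls: DMSO-only wells and no-enzyme negative control.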
mIAP block: mouse IAP inhibition | purified mouse IAP, CDP-Star luminescence, 30 min | inhibition, % at 10 µM | 0.2% of 330,000 active | AID 2806;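 active means inhibition of at least 40% at 10 µM in the primary screen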;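 further: plate controls were DMSO with enzyme for no effect and no enzyme wells for full effect; values of inactives mirror those of a sister screen read the other way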
Apaf-1 inh: inhibitors of human Apaf-1 apoptosome | O14727 | reconstituted apoptosome caspase-3 activity, DEVD-Rh110 fluorescence | inhibition, % at 20 µM | 0.71% of 330,000 active | AID 489030; active means inhibition of at least 40% at 20 µM;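 further: plate controls were DMSO wells for no effect and DEVD-CHO caspase inhibitor wells for full effect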
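Assay system: Apoptosome proteins | Medium: pH 7.5 Hepes buffer with CHAPS, BSA, DTT | Also added: Cytochrome c and DEVD-Rh110 substrate | Times: 30 min plus 50 min, RT | Detection: Rhodamine 110 fluorescence at Ex 480/Em 540 nm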
hIAP block: human IAP inhibition; P09923; purified IAP, CDP-Star luminescence, 30 min; inhibition, % at 10 µM; 0.12% of 330,000 active;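 active means inhibition reaching a set limit with compound at 10 µM in the primary screen, cut at about 35% in these data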;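 further: plate controls were DMSO wells with enzyme for no effect and no-enzyme buffer wells for full effect; values of inactives mirror those of a sister screen read the other way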
Numbers without * were called inactive; / = no result given.

Each structure is followed by: NLRP3 yeast inh, hIAP activ, TIM10 inh, mIAP block, Apaf-1 inh, hIAP block, ATG4B inhibitor, tim10-1 inh, mIAP act
> COc1ccc(N2CCN(/C(=N\S(=O)(=O)c3ccccc3)Nc3nc(C)cc(C)n3)CC2)cc1
→ 8, 1.1, 12, -8, -2, -8, -15, 5, 1.1
> CCOC(=O)N1CCN(C(=O)COC(=O)c2cccc(C)c2[N+](=O)[O-])CC1
→ 6, 0.87, 1, 1, 3, 13, 4, -9, 0.99
> C=C(C)C(=O)Nc1cccc(C2=NOC3(C2)C[C@H](C(N)=O)N(C(=O)/C=C/C)C3)c1 (stereo not given in full)
→ 16, 1, -7, -4, -280, 0, 0, 11, 1
> C#CCOC(=O)C[N+](C)(C)C/C=C/c1ccccc1
→ 21, 0.93, -11, 4, 11, 7, 9, 3, 0.96
> Cc1[nH]c2ccccc2c1C(=O)CSc1nc2ccccc2c(=O)n1-c1ccccc1F
→ 1, 0.94, -11, -9, 4, 6, /, -16, 1.1
> O=C(c1nc2nc(-c3cccs3)cc(C(F)(F)F)n2n1)N1CCN(Cc2ccccc2)CC1
→ 14, 1, -3, 2, 5, -2, -2, 17, 0.97
> COc1ccc2[nH]c3c(NCCN(C(C)C)C(C)C)ncnc3c2c1
→ -3, 1.4, -12, -56, 12, -45, -5, 6, 1.6
> COc1ccccc1N1CCN(CC(O)c2c(C)[nH]c3ccccc23)CC1 (stereo not given)
→ 5, 1, 7, 0, 1, -3, -2, -3, 1
> CCOC(=O)c1c(NC(=O)COc2cccc3c2CCN(C)C3=O)sc2c1CCC2
→ 10, 0.93, 1, 9, 28, 7, -18, 4, 0.91
> COc1cccc(N2CC(C(=O)Nc3nnc(SCC(=O)N4CCOCC4)s3)CC2=O)c1 (stereo not given)
→ -8, 1, -1, 0, 5, -3, 0, 7, 1
> Cc1cc(NC(=O)COC(=O)c2ccc(NS(=O)(=O)c3ccc(C)c(C)c3)cc2)no1
→ 16, 1, 5, -10, 16, -3, -14, 4, 1.1
> Cc1cc(C(C)(C)C)cc(C)c1CC1=NCCN1
→ 22, 1, -8, -3, -8, -2, 9, 2, 1
> O=CNC1CCCc2c1[nH]c1ccc(Cl)cc21 (stereo not given)
→ 8, 1.2, 30, -7, 13, -18, 7, 45*, 1.1
> O=C(Nn1cc(C(=O)Nc2ccc(F)cc2F)c2ccccc2c1=O)c1cnccn1
→ 4, 1, 1, -2, -18, -4, -2, 29, 1
> Cc1ccc(NC(=O)COC(=O)[C@H](C)NC(N)=O)c(C)c1
→ 8, 0.91, -2, 2, -5, 9, 1, 9, 0.98

Record cards (already shown). Order of screens: NLRP3 yeast inh	hIAP activ	TIM10 inh	mIAP block	Apaf-1 inh	hIAP block	ATG4B inhibitor	tim10-1 inh	mIAP act
Entry for `COc1ccc2[nH]c3c(NCCN(C(C)C)C(C)C)ncnc3c2c1` : -3	1.4	-12	-56	12	-45	-5	6	1.6
Entry for `O=CNC1CCCc2c1[nH]c1ccc(Cl)cc21` (stereo not given) : 8	1.2	30	-7	13	-18	7	45*	1.1
Entry for `COc1cccc(N2CC(C(=O)Nc3nnc(SCC(=O)N4CCOCC4)s3)CC2=O)c1` (stereo not given) : -8	1	-1	0	5	-3	0	7	1

New compounds follow
Each structure is followed by: NLRP3 yeast inh, hIAP activ, TIM10 inh, mIAP block, Apaf-1 inh, hIAP block, ATG4B inhibitor, tim10-1 inh, mIAP act
> CC1(C(=O)OCC(=O)Nc2ccccc2Cl)CC1(Cl)Cl (stereo not given)
→ 27, 0.83, 9, 3, 8, 17, 4, 27, 0.97
> Cc1nn(-c2ccc(F)cc2)c(-n2cccc2)c1C(=O)N1CCN(C(=O)c2ccco2)CC1
→ 4, 1.1, 7, -1, 6, -11, 0, 2, 1
> O=C(O)CCn1cc(/C=C2\SC(=S)NC2=O)c(-c2ccccc2)n1
→ 26, 0.95, -6, -2, 1, 5, 7, -9, 1
> CC1CN(C)C(c2ccccc2)C(C)C12NC(=O)NC2=O (stereo not given)
→ 20, 1.1, -3, -3, -16, -15, -11, -4, 1
> Cc1ccc(/C=N/NC(=O)c2cccc(NC(=O)c3ccccc3C)c2)o1
→ 19, 1.1, 21, 10, 4, -6, 1, -1, 0.91
> Cn1c(=O)c2c(ncn2CC(O)CNc2ccc(Br)cc2)n(C)c1=O (stereo not given)
→ -7, 1, 14, -6, 5, -1, -3, 15, 1.1
> CC1(C)CC2CC(C)(CN2/C=C2/CCCCC2=O)C1 (stereo not given)
→ 5, 1, 5, 2, -4, -5, 7, 5, 0.98
> Cc1cnc(C(=O)OCC(=O)N2C(C)CCCC2C)cn1 (stereo not given)
→ 4, 0.85, -5, -4, -12, 15, -1, -14, 1
> CCOC(=O)CSc1nc2cccnc2n1C
→ 14, 1.1, -1, 4, 6, -14, -5, 8, 0.96
> O=C(Nc1cccc(O)c1)c1ccc(S(=O)(=O)N2CCCCCC2)cc1
→ -1, 1.1, 2, -11, 11, -10, -15, 25, 1.1
> O=C(Nc1ccc(C(=O)N2CCN(c3ccccn3)CC2)cc1)c1ccc(Br)o1
→ 22, 0.98, 29, 7, 3, 2, -1, 46*, 0.93
> CCN(CC(=O)NCc1ccc(Cl)cc1)C(=O)c1cc2ccccc2o1
→ 25, 0.91, 2, -4, 10, 9, -6, -6, 1
> Cc1cc(=O)oc2cc(NC(=O)c3ccc(OC(F)F)cc3)ccc12
→ 5, 0.97, 5, 2, 5, 3, 6, 5, 0.98
> O=C(/C(=C\c1ccccc1)c1nc2ccccc2[nH]1)c1ccc(Cl)cc1
→ 41, 1.2, 40, 8, 22, -19, -2, 43*, 0.92
> COC(=O)c1ccc(Cn2nc(C)c(Br)c2C)cc1
→ 31, 0.93, 2, 8, 11, 8, -3, 10, 0.92
> CCOc1cc(/C=N/NC(=O)c2cccnc2)ccc1OC(=O)c1ccco1
→ 21, 1, 8, -8, -1, -2, 3, 8, 1.1
> CCCCOP(=O)(c1ccc(N(C)C)cc1)C(O)c1ccccc1F (stereo not given)
→ 0, 1.1, 31, -6, 9, -11, 7, 43*, 1.1
> CCOC(=O)C1=CN(Cc2cccc(F)c2)S(=O)(=O)N(CC)C1c1ccc(F)c(Cl)c1 (stereo not given)
→ /, /, -1, -2, 29, /, -3, 19, 1.2
> CC[n+]1c(/C=C/c2cc([N+](=O)[O-])ccc2O)ccc2ccccc21
→ 29, 1.1, 14, -3, 9, -6, -2, 17, 1
> Cc1c(OC(C)C(=O)NCc2ccccn2)ccc2c3c(c(=O)oc12)CCCC3 (stereo not given)
→ 17, 0.94, 21, 12, 5, 6, -6, 9, 0.88
> CC1CCN(C(=O)c2ccc3ccccc3c2)CC1
→ 26, 0.91, -2, -6, 12, 9, 1, 8, 1.1
> Cc1csc(NC(=O)CN(C)S(=O)(=O)c2cccc3cccnc23)n1
→ 5, 1.1, 2, -6, -1, -7, -5, -10, 1.1
> CC(C)(C)c1ccc(C(=O)N2CCC(C(=O)NC3CC3)CC2)cc1
→ -3, 1, 8, 0, -1, -2, -6, -39, 1
> Cc1cccc(CCN=c2c([N+](=O)[O-])nn(-c3ccccc3)n2O)c1
→ 14, 1, 26, 9, 0, -4, 0, 40, 0.91
> Cc1ccc(S(=O)(=O)N2CCCC(C(=O)NCC3COCCO3)C2)cc1 (stereo not given)
→ 17, 1.2, 10, 5, -8, -15, -13, 1, 0.95
> COCCCNC(=O)CN(C1CCCCC1)S(=O)(=O)c1ccc(C)cc1
→ 22, 1, 15, 0, -22, -1, -2, 14, 0.99
> O=C(Nc1cccc(-c2cc3ccccc3oc2=O)c1)c1ccc(Br)o1
→ 26, 0.97, 43*, 17, 1, 3, 20, 39, 0.83
> Cc1ccc(-c2nnn(CC(=O)NC(=O)NC3CCCCC3)n2)cc1
→ 12, 1.1, 20, 9, 23, -8, -3, 38, 0.91
> CCOc1cc(C2NC(=S)NC(C)=C2C(=O)Nc2ccccc2)ccc1O (stereo not given)
→ 11, 0.99, 2, 5, -22, 1, -3, 12, 0.95
> COc1ccc([N+](=O)[O-])cc1NC(=O)CSCc1ccccc1
→ 24, 1.1, 12, 6, -8, -11, -8, 25, 0.94
> O=C1CN(S(=O)(=O)c2ccc(Cl)cc2C(F)(F)F)CCN1
→ 11, 1, 10, 2, 21, 0, -4, 10, 0.98
> O=C(Cc1ccc(Cl)cc1)Nc1ccc(N2CCN(C(=O)c3ccco3)CC2)c(Cl)c1
→ 19, 1.3, 8, -44, 12, -28, -2, 33, 1.4
> c1csc(-c2cnc3n2CCCC3)c1
→ 5, 0.99, -6, -22, 5, 1, -6, -6, 1.2
> CCC(C)N1CCN(C(=O)c2cccs2)CC1 (stereo not given)
→ 7, 1.2, -10, 0, 5, -16, -12, 9, 1
> C/C(N)=C(/C#N)C(=O)CSc1nc(-c2ccccc2)c(-c2ccccc2)o1
→ -37, 0.8, 3, 12, 20, 20, 3, 31, 0.88
> Cc1ccc2c(c1)C(c1ccccc1)N(C(=O)c1cccc([N+](=O)[O-])c1)CC(=O)N2 (stereo not given)
→ 23, 0.92, 21, 10, 5, 8, -3, 27, 0.9
> CC(C)C[C@H](NC(=O)c1ccc(OC2CCN(C(=O)C3CC3)CC2)cc1)C(N)=O
→ 11, 1.1, 6, 4, -18, -7, -2, 2, 0.96
> CCN(CC)S(=O)(=O)c1ccc(C(=O)N(c2ccccc2)C2C=CS(=O)(=O)C2)cc1 (stereo not given)
→ 3, 0.94, 8, 15, -12, 6, -2, 21, 0.85
> Cc1ccc(C(=O)NNC(=S)NC(=O)c2ccc(Cl)cc2Cl)cc1
→ 51*, 1.6, 6, 13, 7, -63, 4, -5, 0.87
> COc1ccc(CC(C#N)(CO)c2nc3ccccc3[nH]2)cc1 (stereo not given)
→ 7, 1, 10, -9, 9, -1, 25, 5, 1.1
> O=C(NC1CCCC1)C(c1ccc(Cl)cc1)N1CCN(C2CCCCC2)CC1 (stereo not given)
→ -7, 1.2, -13, -10, -9, -22, 3, -4, 1.1
> CCOc1ccc(NC(=O)CSc2nnc(COc3c(C)cccc3C)o2)cc1
→ 14, 1, -18, 16, -8, 0, -6, -9, 0.84
> Cc1c(O)ccc2c(CN3CCOCC3)cc(=O)oc12
→ 3, 0.87, 4, 2, 1, 13, -6, -3, 0.98
> COc1ccc2cc(C(=O)N3CCN(C)CC3)[nH]c2c1
→ 11, 1.1, -17, -4, 1, -12, -2, 3, 1
